AMA1-RON2 inh: inhibitors of Plasmodium falciparum AMA1-RON2 interaction; AlphaScreen AMA1-biotinylated RON2 peptide binding; Potency, µM (titrated, usually from 58.2 µM), for inactives: at the highest dose activity change, negative = inhibition, most hits filed as inhibitors; 360,000 tested, 0.2% active; AID 720542;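 also: potency is read from the fitted curve at half-maximal effect; 0% = vehicle wells and -100% = peptide control; nearly all actives have a fitted effect of over 45% in size; some results filed as inactive show a strong effect at the top dose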
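AMA1 (3D7) with his tag at 25 nM final met compounds first, then biotinylated RON2 peptide at 25 nM; detection used donor plus acceptor beads, 10 µg/mL apiece, read by AlphaScreen after 30 min at room temperature.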
AmpC inh no detg: AmpC beta-lactamase inhibition without detergent. P00811. AmpC nitrocefin hydrolysis, absorbance 480 nm, 0.0001% Triton. Potency, µM (doses to about 57.1 µM), inactives show at the highest dose activity change, negative = inhibition, hits mostly inhibitors. 330,000 tested, 0.52% active. AID 485341;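 also: potency is read from the fitted curve at half-maximal effect; plate controls were no compound for no effect and no enzyme for full effect; nearly all actives have a fitted effect of over 20% in size; some results filed as inactive show a strong effect at the top dose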
Target sequence (P00811 whole entry, looked up): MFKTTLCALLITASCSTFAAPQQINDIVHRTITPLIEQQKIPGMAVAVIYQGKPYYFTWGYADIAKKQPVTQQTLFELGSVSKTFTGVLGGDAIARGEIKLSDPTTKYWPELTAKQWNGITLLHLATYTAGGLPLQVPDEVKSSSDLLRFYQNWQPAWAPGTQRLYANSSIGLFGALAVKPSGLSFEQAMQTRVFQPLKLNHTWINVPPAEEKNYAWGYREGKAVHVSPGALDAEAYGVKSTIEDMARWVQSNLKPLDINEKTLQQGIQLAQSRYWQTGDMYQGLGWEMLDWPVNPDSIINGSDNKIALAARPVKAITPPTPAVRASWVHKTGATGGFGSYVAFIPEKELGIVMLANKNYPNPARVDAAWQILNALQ
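AmpC (5.3 nM in the dispensed reagent) in 20 mM phosphate pH 7.0 with 0.01% (detergent screen) or 0.0001% Triton X-100 was preincubated with compounds for 15 min at room temperature. Nitrocefin was then added from an 800 uM solution, and hydrolysis was followed at 480 nm.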
Giardia FBPA inh: blocks Giardia fructose-bisphosphate aldolase activity; A8B2U2; purified Giardia FBPA; Potency, µM (doses to about 59.6 µM), for the others: at the top dose activity, negative = inhibition, most hits filed as inhibitors; 290,000 tested, 0.71% active; also: potency is read from the fitted curve at half-maximal effect; nearly all actives have a fitted effect of over 55% in size
Target sequence (A8B2U2 whole entry, looked up): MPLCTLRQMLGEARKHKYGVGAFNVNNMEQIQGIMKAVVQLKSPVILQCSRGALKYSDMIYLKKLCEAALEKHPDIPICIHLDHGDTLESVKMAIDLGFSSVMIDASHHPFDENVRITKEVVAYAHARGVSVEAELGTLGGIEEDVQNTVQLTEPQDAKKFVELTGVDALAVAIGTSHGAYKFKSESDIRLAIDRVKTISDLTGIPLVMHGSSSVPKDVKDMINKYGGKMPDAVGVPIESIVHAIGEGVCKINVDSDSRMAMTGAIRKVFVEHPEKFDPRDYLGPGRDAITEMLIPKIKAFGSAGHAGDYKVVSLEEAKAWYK
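40 nM FBPA preincubated 10 min at RT with compound (up to 57.5 uM final), then substrate plus GAPDH/TPI/NAD/arsenate coupling and diaphorase/resazurin added. Fluorescence read after 20 min at RT, 525/598 nm.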
Sm TGR block: inhibitors of Schistosoma mansoni thioredoxin glutathione reductase | purified TGR, DTNB reduction, TNB absorbance 405 nm | Q962Y6 | Potency, µM (titrated, usually from 114 µM), for the others: at the top dose activity change, negative = inhibition, actives largely listed as inhibitors | 360,000 tested, 3% active; also: potency is read from the fitted curve at half-maximal effect; nearly all actives have a fitted effect of over 60% in size
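First, TGR (20 nM dispensed) and NADPH were mixed with compound. Second, a 15 min room-temperature incubation followed. Third, further NADPH and then DTNB were added to start the reaction. Finally, TNB absorbance was monitored kinetically.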
AmpC detergent: inhibitors of E. coli AmpC beta-lactamase with detergent | P00811 | AmpC hydrolysis of nitrocefin, absorbance 480 nm, 0.01% Triton | Potency, µM (highest dose often 114 µM), for the others: at the highest dose activity change, negative = inhibition, most hits filed as inhibitors | 370,000 tested, 0.041% active | AID 485294;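 also: potency is read from the fitted curve at half-maximal effect; 0% = no-compound wells and -100% = no-enzyme wells; nearly all actives have a fitted effect of over 25% in size; some results filed as inactive show a strong effect at the top dose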
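20 mM phosphate pH 7.0 + 0.01% (detergent screen) or 0.0001% Triton X-100; 5.3 nM AmpC reagent; cpd preinc 15 min RT; nitrocefin (800 uM stock) to start; A480 q20 s × 4 min; Activity was normalised to no-enzyme and no-compound control wells.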
HCMV inh: human cytomegalovirus inhibition | activity change, negative = inhibition, % at 57.5 µM | HFF cells, HCMV-luciferase reporter, 72 h; hits give low values | 410,000 tested, 4.5% active; in the data active = activity change below about -60%; inconclusive = no clear call, values can overlap the other calls; inactive = above about -39%
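Two-dose cell screen: HFF monolayers treated with compounds and infected with luciferase-expressing HCMV at 1 PFU/cell, 72 h at 37C, then lysed for luciferase measurement.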
An asterisk follows results filed as active; ? = inconclusive; nt = not tested or not shown; & = joins results of further samples; [ ] = remark or other dose. Unless noted, calls follow the shape of the dose curve; as a rule, active = well fitted curve in the direction sought with a large enough effect; inconclusive = small, poorly fitted or top-dose-only effect, or another doubt; inactive = no such curve, though single readings can be large; an effect the other way counts as inactive or inconclusive. Unless noted, % is scaled to controls: 0 for no effect and ±100 for the full control effect.

cpd | structure | AMA1-RON2 inh | AmpC inh no detg | Giardia FBPA inh | Sm TGR block | AmpC detergent | HCMV inh
1 | O=C(CN1C(=O)NC2(CCCC2)C1=O)OCCOc1cccc(Br)c1 | -27% | 1% | nt | 6% | 4% | 7
2 | CC(=O)SCCC(=O)Nc1ccccc1 | -2% | -27% | 4% | -3% | ? | -22
3 | Cc1ccc(CNS(=O)(=O)c2ccc3[nH]c4c(c3c2)CCCC4)cc1 | nt | nt | nt | -1% | 6% | 7
4 | Cc1cccc(C2=Nc3ccccc3N=C(c3cc(Cl)ccc3O)C2)c1 | nt | nt | nt | -5% | -7% | 35
5 | CCn1c(-c2ccccc2)csc1=Nc1ccc(O)cc1 | -27% | -53% | -9% | -30% | -9% | ?
6 | O=C(O)CC1(CC(=O)Nc2cc(C(F)(F)F)cc(C(F)(F)F)c2)CCCCC1 | -1% | -21% | -6% | 0% | -3% | 48
7 | O=C(NCCc1ccccc1)c1noc2c1CCCCC2 | 32%[activator] | -15% | 0% | -6% | -3% | 98
8 | Cc1ccc(C(=O)/C=C\Nc2ccc(C)c(C)c2)cc1 | 0% | -24% | 18% | -5% | -15% | 52
9 | Cn1c(-c2ccncc2)nc2ccccc21 | 9% | -26% | 11% | -32% | ? | 7
10 | CC(=O)c1cc(F)c(N2CCOCC2)cc1C | -4% | -11% | 3% | -21% | ? | 2
11 | CCOc1cc(CNCc2ccncc2)cc(Br)c1OCc1ccc(F)cc1 | -19% | 137%[activator] | -19% | -4% | -6% | -65*
12 | Cc1cccc(C)c1NC(=O)CS(=O)CC(=O)NCCCc1ccccc1 (centres undefined) | 13% | 2% | 0% | 4% | -1% | 6
13 | Cc1ccsc1/C=N/Nc1cccc(C(=O)O)c1 | -11% | -17% | 14% | 2% | 4% | 121
14 | COc1ccc(CNc2cc(C)ccn2)c(O)c1 | ? | -15% | 3% | 7.1µM* | 0% | 4
15 | CCOc1ccccc1NC(=O)CSc1nc2ccccc2nc1N1CCCC1 | 45%[activator] | -41% | 1% | 0% | -6% | 44
16 | O=C(COC(=O)Cc1cccs1)NCc1ccc(F)cc1 | -2% | -14% | nt | -19% | -3% | 32
17 | O=C(CC1NC2CCCCC2NC1=O)Nc1ccc2c(c1)OCO2 (centres undefined) | 2% | -5% | 1% | 0% | 0% | 13
18 | O=c1[nH]n(-c2ccc(F)cc2)c2ncccc12 | 16% | -7% | -1% | -1% | -5% | -7
19 | CCN(C[C@H]1N[C@@](Cc2ccccc2)(C(=O)OC)[C@H]2C(=O)N(Cc3ccccc3)C(=O)[C@@H]12)C(=O)C1CCCCC1 | -18% | -5% | nt | nt | nt | -19
20 | CCOC(=O)c1ccc2c(c1)N(C)C(=O)c1ccccc1S2 | 22% | -2% | -4% | 2% | -2% | nt
21 | COCCn1c(SCC(=O)Nc2ccc(OC)c(S(N)(=O)=O)c2)nc2ccccc21 | -18% | -13% | 0% | 0% | 6% | 0
22 | COC(=O)c1ccccc1Sc1snnc1C | 2% | -15% | 0% | 0% | ? | -20
23 | O=C(NCc1ccccc1Cl)c1ccccc1NC(=O)c1nsc2ccccc12 | nt | nt | nt | -1% | 21% | -37
24 | COc1ccccc1CCNC(=O)c1cc2c(=O)n3cccc(C)c3nc2n1C | nt | nt | nt | 0% | -6% | ?

Part of the list above, as labelled records.
(21) COCCn1c(SCC(=O)Nc2ccc(OC)c(S(N)(=O)=O)c2)nc2ccccc21
  AMA1-RON2 inh: -18%; AmpC inh no detg: -13%; Giardia FBPA inh: 0%; Sm TGR block: 0%; AmpC detergent: 6%; HCMV inh: 0
(22) COC(=O)c1ccccc1Sc1snnc1C
  AMA1-RON2 inh: 2%; AmpC inh no detg: -15%; Giardia FBPA inh: 0%; Sm TGR block: 0%; AmpC detergent: ?; HCMV inh: -20

Entries of single compounds as entered above. Values in the order: AMA1-RON2 inh | AmpC inh no detg | Giardia FBPA inh | Sm TGR block | AmpC detergent | HCMV inh
COc1ccc(CNc2cc(C)ccn2)c(O)c1 as listed: ? | -15% | 3% | 7.1µM* | 0% | 4
Cc1ccsc1/C=N/Nc1cccc(C(=O)O)c1 as listed: -11% | -17% | 14% | 2% | 4% | 121

Additional records.
cpd | structure | AMA1-RON2 inh | AmpC inh no detg | Giardia FBPA inh | Sm TGR block | AmpC detergent | HCMV inh
25 | COc1ccccc1N1CCN(C(=O)/C=C/c2cccc([N+](=O)[O-])c2)CC1 | -9% | 30% | -9% | 6% | -4% | 8
26 | CCOC(=O)C1CCCN(C(=O)c2ccc3c(=O)n(CCOC)c(=S)[nH]c3c2)C1 (centres undefined) | 36%[activator] | 1% | -14% | -2% | -6% | ?
27 | CCOC(=O)C1=C(N)Oc2c(c(=O)[nH]c3ccccc23)C1c1ccccc1 (centres undefined) | 3% | -19% | ? | 5% | 1% | -6
28 | CC(C(=O)Nc1ccc(Br)cc1C(=O)c1ccccc1)N1CCOCC1 (centres undefined) | -18% | 41% | 4% | 6% | ? | 6
29 | CC(C)(C)n1c(O)c2ccc(C(=O)N=NC(=O)c3ccccc3)cc2c1O | 61%[activator] | -11% | 4% | 3% | -3% | -3
30 | CC(Sc1ncc(C(F)(F)F)cc1Cl)C(=O)NCC1CCCO1 (centres undefined) | -28% | 2% | -3% | 3% | ? | 27
31 | COC(=O)CC1C(=O)NCCN1C(=O)c1ccc(Cl)cc1 (centres undefined) | 7% | 1% | -10% | -8% | -2% | -15
32 | O=C1COc2ccc(C(=O)COC(=O)c3cnc(Cl)c(Cl)c3)cc2N1 | 40%[activator] | -26% | 4% | -7% | -5% | 0
33 | CCOC(=O)N1CCN(c2nc(N(c3ccccc3)c3ccccc3)nc(-n3ccnc3)n2)CC1 | nt | -12% | 1% | 13% | 4% | ?
34 | Cn1nc(C(F)(F)F)c(-c2cccc(C(F)(F)F)c2)c1NC(=O)c1cccnc1 | 1% | 105%[activator] | 1% | 1% | -8% | -78*
35 | O=C(COC(=O)c1cccs1)NCC1CCCO1 (centres undefined) | -3% | -13% | 4% | 4% | ? | -1
36 | O=C(CN1C(=O)c2cccc3cccc(c23)C1=O)N1CCCCCC1 | 4% | -2% | -1% | -25% | ? | 34
37 | COc1cccc(-c2ncc3ccccc3c2COC(=O)c2ccc(C(F)(F)F)cc2)c1 | 2% | 1% | nt | 1% | 2% | -16
38 | COC(=O)C1=CN(c2ccc(F)cc2)C=C(C(=O)OC)C1c1cccc(Br)c1 | 32%[activator] | -9% | 1% | 3% | -6% | 3
39 | O=C(Nc1ccccc1[N+](=O)[O-])c1csnn1 | nt | nt | nt | -9% | 22% | 13
40 | CCOC(=O)c1[nH]c(CSc2nnnn2-c2ccccc2C)c(C(=O)OCC)c1C | 40%[activator] | -30% | -5% | -2% | -2% | -13
41 | O=C(NC1CCCC1)C(=O)N(Cc1cccnc1)C(C(=O)NC1CCCC1)c1ccco1 (centres undefined) | -8% | -10% | 0% | nt | 4% | -12
42 | CCOc1ccc(C2=C(C=C(C#N)C#N)C(c3ccccc3)c3ccccc3O2)cc1 (centres undefined) | -18% | -21% | -4% | -3% | -9% | 60
43 | CCc1ccc(-c2cn3nc(C)c(C)nc3n2)cc1 | 50%[activator] | -10% | 5% | -18% | 0% | -87*
44 | Cc1ccc(-c2nc(S(=O)(=O)c3ccc(C)cc3)c(N3CCCCC3)o2)cc1 | nt | nt | nt | 8.9µM* | 1% | 20
45 | COc1ccc(/C=C2\NC(=S)N(CC3CCCO3)C2=O)c(OC)c1C (centres undefined) | 8% | 9% | -10% | -10% | ? | 5
46 | COc1ccc(OC)c2c1sc(=NC(=O)C1CCCCC1)n2C | 3% | -26% | 5% | 3% | 2% | -8
47 | CCOC(=O)c1c(NC(=O)COC(=O)c2ccccn2)sc(C)c1C | 2% | -17% | nt | -11% | -5% | 60
48 | Cc1ccccc1N(CC(=O)N/N=C/c1cc(Br)c(C)o1)S(C)(=O)=O | 5% | -35% | -7% | 79µM* | -1% | -19
49 | C=CCn1c(=O)/c(=C/c2ccc(Cl)cc2)s/c1=C(/C#N)c1nnc2n1CCCCC2 | -9% | -7% | 0% | 13% | ? | -30
50 | Clc1ccc(-c2[nH]ncc2N=Nc2ccccc2)cc1 | -20% | -23% | 10% | 5% | -12% | -13
51 | CC(C)(C)N(Cc1ccccc1)C(=O)c1ccc(Cl)cc1[N+](=O)[O-] | -18% | -19% | 2% | 10% | -10% | -39
52 | CN(CC(=O)Nc1ccccc1Br)CC(=O)Nc1ccccc1-c1ccccc1 | 123%[activator] | 100%[activator] | nt | -3% | -9% | -18
53 | S=C(Nc1ccc(Cl)cc1Cl)Nc1ccccc1Oc1ccccc1 | 94%[activator] | ? | -6% | 1% | 0% | nt
54 | CC1OC(Nc2ccc(N=Nc3ccccc3)cc2)C(O)C(O)C1O (centres undefined) | 2% | 31% | 0% | -2% | -14% | ?
55 | COC(=O)C1CCN(Cc2c(C(=O)N3C[C@@H](C)O[C@@H](C)C3)nc3ccc(Cl)cn23)CC1 | 10% | -20% | nt | 3% | 1% | -13
56 | COc1ccccc1C(=O)NC(C)c1ccc(-n2ccnc2)cc1 (centres undefined) | -4% | 2% | nt | 2% | 5% | 1
57 | CC(=O)N/N=C\c1cccc(OC/C=C/c2ccccc2)c1 | -5% | 46% | nt | -3% | 2% | 43
58 | CC1Oc2ccccc2C=C1/C=N/NC(=O)c1ccccc1O (centres undefined) | 94%[activator] | -40% | 1% | -11% | 1% | -31
59 | CC1(C)CC2CC(C)(CN2C(=O)COC(=O)c2ccc(Cl)cc2N)C1 (centres undefined) | 6% | 2% | 2% | -18% | ? | ?
60 | Cc1[nH]nc(N)c1-c1ccccc1 | 22% | 4% | 2% | 17% | -4% | -39
61 | O=C1CC(N2CCCN(C3CC(=O)N(c4ccc(F)cc4)C3=O)CC2)C(=O)N1c1ccc(F)cc1 (centres undefined) | 26% | 2% | -1% | 20µM* | -8% | -7
62 | CCOc1ccc2c(c1)/C(=C(\C(Cl)=C(Cl)Cl)[N+](=O)[O-])N2 | -8% | -22% | -17% | 5.6µM* | 8% | 18
63 | Cc1cc(C)c2c(n1)SCC(=O)N2CC(=O)Nc1ccc(Br)c(C)c1 | -5% | 20% | 8% | -17% | -9% | 0
64 | COC(=O)C1=C(C)NC(C)=C(C(=O)OC)C1C(=O)OCC(=O)N1c2ccccc2CC1C (centres undefined) | -4%&4% | 61%[activator] | 12% | -2% | -1% | 74&9
65 | O=[N+]([O-])c1ccc(/C=[N+](\[O-])[C@@H]2CCCC[C@@H]2/[N+]([O-])=C/c2ccc([N+](=O)[O-])o2)o1 | 21% | -7% | -28% | 3.5µM* | 3% | -98*
66 | COc1ccc(OCC(=O)NC(=S)Nc2ccccc2F)cc1 | 17% | -18% | -3% | 0% | -4% | 17
67 | CCNc1nc2[nH]c(=O)c3c(c2s1)OC(N)=C(C#N)C3c1ccc(C)cc1 (centres undefined) | 4% | -57% | ? | -26% | ? | 77
68 | Cc1cccc(-n2c(CNC(=O)Cc3ccccc3)n[nH]c2=S)c1 | 89%[activator] | -9% | -19% | 0% | ? | -17
69 | Nc1nc(COc2ccccc2)cs1 | 1% | -24% | 1% | -31% | ? | 65

Not a hit list; overall some 7.8% were active at least once.
